pAkt inh = HTS Assay for Inhibitors of Akt Phophorylation: Primary Screen; Neuro2A IGF-stimulated pAkt S473 HTRF, 20 min; active compounds read low; activity change, % for hits at 50 µM; hit rate 0.32% among 360,000; in the data active = activity change below about -80%; inconclusive = mostly about -51% to -80%; note: % is set by controls: 0 for no effect and ±100 for the full control effect
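Single-point screen (50 µM final compound) in Neuro2A cells stimulated 20 min with 6 nM IGF at 37 deg C. After lysis, Ser473-phosphorylated Akt read by HTRF (ex 330 nm, em 615/665 nm) as the 665/615 ratio.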
EPAC2 ag = qHTS for Agonist of cAMP-regulated guanine nucleotide exchange factor 4 (EPAC2): primary screen | Rap guanine nucleotide exchange factor 4 (Homo sapiens), Q8WZA2 | EPAC2 activation, biochemical qHTS; response scale: 100% = 6.5 mM cAMP response | Potency, µM (titrated, usually from 154 µM), inactives show top-dose activation, actives largely listed as activators | hit rate 0.079% among 360,000 | AID 720711, 2013; note: potency is the fitted concentration of half-maximal effect; nearly all actives have a fitted effect of over 50% in size
Target sequence (Q8WZA2 whole entry, looked up): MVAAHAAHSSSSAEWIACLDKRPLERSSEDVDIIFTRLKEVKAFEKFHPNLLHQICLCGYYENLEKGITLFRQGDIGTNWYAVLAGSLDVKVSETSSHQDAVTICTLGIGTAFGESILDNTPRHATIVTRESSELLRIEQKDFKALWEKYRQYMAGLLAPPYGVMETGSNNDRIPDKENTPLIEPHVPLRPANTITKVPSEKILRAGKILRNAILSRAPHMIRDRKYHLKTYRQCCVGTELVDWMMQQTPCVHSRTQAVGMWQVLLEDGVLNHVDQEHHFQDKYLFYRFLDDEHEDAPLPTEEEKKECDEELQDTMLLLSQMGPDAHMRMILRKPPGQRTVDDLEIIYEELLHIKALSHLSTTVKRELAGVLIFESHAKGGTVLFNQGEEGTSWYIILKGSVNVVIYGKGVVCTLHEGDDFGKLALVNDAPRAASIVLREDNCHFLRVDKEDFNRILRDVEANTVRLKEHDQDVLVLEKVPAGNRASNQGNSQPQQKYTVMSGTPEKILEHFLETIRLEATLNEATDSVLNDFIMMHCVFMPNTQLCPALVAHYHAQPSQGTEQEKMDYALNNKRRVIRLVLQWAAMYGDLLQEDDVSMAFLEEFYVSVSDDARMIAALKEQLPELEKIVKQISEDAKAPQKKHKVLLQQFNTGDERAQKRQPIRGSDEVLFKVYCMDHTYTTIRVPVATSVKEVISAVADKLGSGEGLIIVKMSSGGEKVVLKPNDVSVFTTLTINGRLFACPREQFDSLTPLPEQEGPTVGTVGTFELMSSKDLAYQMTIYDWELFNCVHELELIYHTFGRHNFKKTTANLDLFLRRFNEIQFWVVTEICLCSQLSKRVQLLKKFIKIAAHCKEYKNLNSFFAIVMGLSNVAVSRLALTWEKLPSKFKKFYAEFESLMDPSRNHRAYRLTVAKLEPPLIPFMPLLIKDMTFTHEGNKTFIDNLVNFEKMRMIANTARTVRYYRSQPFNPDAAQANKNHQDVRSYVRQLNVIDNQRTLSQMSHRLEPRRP
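Guanine nucleotide exchange by EPAC2 is measured as reduced fluorescence of BODIPY-GDP once it is released from 250 nM Rap1B. Plates are read kinetically for 30 min at room temperature; results are scaled to 6.5 mM cAMP.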
PTHR1 ag = qHTS for PTHR1 Agonists: Primary Screen; Parathyroid hormone/parathyroid hormone-related peptide receptor (Homo sapiens), Q03431; HEK293 GP2 PTHR1 cells, GloSensor cAMP luminescence, 1 h; Potency, µM (top dose mostly 115 µM), without a hit: top-dose activation, actives largely listed as activators; hit rate 0.075% among 410,000; AID 743266, 2014; note: potency is the fitted concentration of half-maximal effect; nearly all actives have a fitted effect of over 55% in size; some results filed as inactive show a strong effect at the top dose; inactives centre near -15; many of its hits are not listed in these tables
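HEK-293-derived GP2 cells expressing PTHR1 and a GloSensor cAMP reporter, 3,000/well, plated overnight, given luciferin plus IBMX (each 0.5 mM as added) for 1 h at 37 °C, then compound for 1 h at 37 °C. Luminescence was read after 15 min at room temperature.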
CCT chaperon mod = High-Throughput Screening for Modulators of Cytosolic Chaperonin Activity. hit rate 0.3% among 360,000. AID 651819, 2012. purified chaperonin ATPase assay, HTRF ADP detection, 30 min. activity change, % (concentration not given with the values), hits read low; in the data active = activity change below about -30%; note: % is set by controls: 0 for no effect and ±100 for the full control effect
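TRiC (40 or 20 nM final, by batch activity) in 30 mM Tris pH 7.4, 100 mM KCl, 5 mM MgCl2, 1 mM DTT was treated with compound at 76 uM single dose, then 10 uM ATP, 30 min at 37 °C. ADP was read by HTRF Transcreener.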
D3 ag = qHTS of D3 Dopamine Receptor Agonist: qHTS; D(3) dopamine receptor (Homo sapiens), P35462; D3R DiscoveRx beta-arrestin cells, luminescence, 90 min; max activation, %; hit rate 0.58% among 410,000; in the data active = max activation above about 30%; note: 0% is about no effect; mostly tested at two doses, the higher about 12 µM
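Agonist-mode cell screen: cells plated at 1500/well and incubated overnight at 37 °C, then exposed to library compounds for 90 min at 37 °C. Detection reagent was added for 30–60 min at room temperature, and luminescence was read.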
EPAC2 antag = qHTS for Antagonist of cAMP-regulated guanine nucleotide exchange factor 2 (EPAC2): primary screen; Potency, µM (top dose mostly 114 µM), for inactives: at the top dose activity, negative = inhibition, most hits filed as inhibitors; AID 720708, 2013; Rap guanine nucleotide exchange factor 4 (Homo sapiens), Q8WZA2; EPAC2 GEF exchange of Rap1B-BODIPY-GDP, fluorescence; hit rate 0.18% among 360,000; note: potency is the fitted concentration of half-maximal effect; % is set by controls: 0 for no effect and ±100 for the full control effect; nearly all actives have a fitted effect of over 45% in size; many of its hits are not listed in these tables
Mm-Cpn inhibitor = Inhibitors of TCP-1 ring complex (TRiC) of Methanococcus maripaludis (MmCpn): qHTS | purified Mm-Cpn ATPase, ADP Transcreener TR-FRET | hit rate 0.031% among 330,000 | Potency, µM (highest dose often 76.9 µM), for inactives: at the top dose activity, negative = inhibition, actives largely listed as inhibitors | AID 504842, 2011; note: potency is the fitted concentration of half-maximal effect; % is set by controls: 0 for no effect and ±100 for the full control effect; nearly all actives have a fitted effect of over 80% in size
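ATP (10 uM final) was added to archaeal chaperonin (25 nM final) after 10 min exposure to test compound at 37°C; after 30 min further incubation, ADP was detected by competitive TR-FRET.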
D3 antag = qHTS of D3 Dopamine Receptor Antagonist: qHTS; D(3) dopamine receptor (Homo sapiens), P35462; D3R cells, DiscoveRx beta-arrestin luminescence, antagonist mode; active compounds read low; max response, negative = inhibition, %; hit rate 2.5% among 360,000; in the data active = max response below about -50%; inconclusive = no clear call, values can overlap the other calls; note: % is set by controls: 0 for no effect and ±100 for the full control effect; mostly tested at two doses, the higher about 12 µM
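Cells expressing the human receptor were seeded at 1500 cells/well, incubated overnight at 37 degrees C in 5% CO2, then exposed to library compounds with dopamine controls for 90 minutes at 37 degrees C before luminescent detection.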
* = called active by the depositor; i = inactive; ? = inconclusive; . = no result given; [ ] = dose if it differs, or a comment. Unless noted, calls come from the whole dose curve; as a rule, active = well fitted curve in the direction sought with a large enough effect; inconclusive = small, poorly fitted or top-dose-only effect, or another doubt; inactive = no such curve, though single readings can be large; an effect the other way counts as inactive or inconclusive.

Start of the listing, in advance:
SMILES	pAkt inh	EPAC2 ag	PTHR1 ag	CCT chaperon mod	D3 ag	EPAC2 antag	Mm-Cpn inhibitor	D3 antag
CN(Cc1ccccc1)C(=O)CC(c1ccccc1)c1cc(Cl)ccc1O (centres undefined)	i	13%	i	0.5	-3	-18%	-1%	-13
COc1ccc(-c2nc3ccccc3c(=O)n2CCOc2cccc(C)c2C)cc1	i	12%	-14%	-1.0	0	4%	1%	2
CC1CCc2c(C(=O)N3CCN(S(=O)(=O)c4cccs4)CC3)csc2C1 (centres undefined)	i	14%	-36%	-0.4	-5	-4%	-2%	-12

Results, from the first entry:
SMILES	pAkt inh	EPAC2 ag	PTHR1 ag	CCT chaperon mod	D3 ag	EPAC2 antag	Mm-Cpn inhibitor	D3 antag
CN(Cc1ccccc1)C(=O)CC(c1ccccc1)c1cc(Cl)ccc1O (centres undefined)	i	13%	i	0.5	-3	-18%	-1%	-13
COc1ccc(-c2nc3ccccc3c(=O)n2CCOc2cccc(C)c2C)cc1	i	12%	-14%	-1.0	0	4%	1%	2
CC1CCc2c(C(=O)N3CCN(S(=O)(=O)c4cccs4)CC3)csc2C1 (centres undefined)	i	14%	-36%	-0.4	-5	-4%	-2%	-12
COc1cc(C=C2NC(=O)NC2=O)ccc1O	i	8%	-20%	0.8	-14	0%	.	?
CCn1cc(/C=N\NC(=O)c2ccc3c(c2)c(C)c(C)n3Cc2ccccc2)c(C)n1	i	11%	-12%	-6.2	4	9%	-1%	25
CCN(CC)c1ccc(CNc2nc3ccccc3n2C)cc1	i	5%	-21%	1.8	-9	4%	-1%	8
CC(C)Oc1ccc(CNCCC2(C(C)C)CCOC(C)(C)C2)cc1 (centres undefined)	i	-1%	-2%[57.5 µM]	-1.7	11	7%	1%	-23
COc1ccc(NS(=O)(=O)c2ccc(C)c(C(=O)N3CCCCCCC3)c2)cc1	i	12%	i	-2.1	-18	14%	-2%	-7
COCCNC(=O)C1(C)Cc2c(-c3ccc(NC(C)=O)cc3)ccnc2O1 (centres undefined)	i	-4%	-21%	-4.0	-11	4%	.	-2
COCCCNc1nc2ccccc2nc1NS(=O)(=O)c1cc(Cl)ccc1Cl	i	0%	-51%[inhibitor]	1.9	2	1%	-12%	36
COCCNC(=O)c1ccc(N2CC3CC(C2)c2cccc(=O)n2C3)c(NC(=O)c2ccc(C(C)(C)C)cc2)c1 (centres undefined)	i	3%	-25%	0.2	-1	8%	.	-2
Cc1ccc(-n2ncc3c(=O)n(CC(=O)N4CCN(C(=O)c5ccco5)CC4)cnc32)cc1	i	-7%	-2%	-4.6	2	0%	-3%	-5
CN(C)c1ccc(C(C(=O)NCC2CCCO2)N(C(=O)c2snc(C(N)=O)c2N)c2ccc3c(c2)OCO3)cc1 (centres undefined)	i	4%	-1%	-0.6	2	-12%	0%	17
Cc1ccc(C=Nc2cc([N+](=O)[O-])ccc2C)s1	i	0%	i	-2.1	-5	-3%	-1%	-13
COc1cc(CNC2CCCC2)c(Br)cc1OC1CCCC1	i	1%	-16%	0.1	-22	1%	-5%	-7
Cc1noc(C)c1C(=O)Nc1cccc2ncccc12	i	11%	i	-0.7	-1	5%	2%	-4
COc1ccc(C(=O)Nc2cc(C)c(NC(=O)c3ccccc3OC)cn2)cc1	i	6%	-21%	-0.7	9	-5%	-9%	39
O=C(Nc1ccc(Cl)cc1)C1CCCN(c2ncnc3c2nc2n3CCCCC2)C1 (centres undefined)	i	0%	-28%	1.3	10	-14%	0%	-14
Cc1ccc(NC(=O)CNCc2ccccc2)cc1Br	i	9%	i	-1.6	-25	-9%	-1%	?
O=C(CSc1nnnn1-c1cccc2c1CCCC2)N1CCCCC1	i	12%	i	-1.2	0	-1%	0%	3
CS(=O)c1ccccc1COC(=O)Nc1ccccc1 (centres undefined)	i	12%	i	-4.4	1	-6%	-2%	9
O=C(N=C1SC2CS(=O)(=O)CC2N1Cc1ccc(F)cc1)C1CC1 (centres undefined)	i	4%	i	1.2	0	1%	-3%	-4
CCOc1ccccc1N(CC(=O)OC)S(C)(=O)=O	i	3%	-20%[57.5 µM]	1.6	5	9%	1%	-107*
Cc1ccc(-c2ccc(OCC(=O)N3CCOCC3)cc2)cc1	i	8%	-78%[inhibitor]	-1.5	-3	-4%	0%	3
CC(Nc1nc(-c2cccnc2)nc2ccccc12)c1ccc(F)cc1 (centres undefined)	i	3%	i	-2.2	-2	-8%	-5%	4
SMILES	pAkt inh	EPAC2 ag	PTHR1 ag	CCT chaperon mod	D3 ag	EPAC2 antag	Mm-Cpn inhibitor	D3 antag
CN(C)/C=N/c1ncn(-c2ncc(C(F)(F)F)cc2Cl)n1	i	6%	-12%	-1.0	3	-9%	-1%	-2
Cn1cccc1CC(=O)NNC(=O)Nc1ccc(F)cc1	i	6%	i	-0.2	7	4%	0%	10
O=C(c1ccc(N2CCCC2=O)cc1)N1CCCCCC1	i	8%	-34%[inhibitor]	-3.3	-3	-13%	1%	-8
O=C(CCSc1ccccc1)Nc1nnc(-c2ccccc2)o1	i	-5%	29%	0.6	-4	0%	1%	-15
CCCC(=NCCc1c(C)[nH]c2ccccc12)C1=C(O)CC(c2ccccc2)CC1=O (centres undefined)	i	1%	i	-2.4	-8	6%	-1%	-17
Cc1cccc(C(=O)NNC(=O)c2ccccc2-n2cccc2)c1	i	10%	i	-1.9	2	4%	2%	11
CCn1c(SCC(=O)NC2CCCCC2)nnc1-c1ccco1	i	7%	-10%	-0.1	3	4%	0%	0
COc1ccc([N+](=O)[O-])cc1NCc1ccccc1C	i	15%	-2%[57.5 µM]	-0.4	1	15%	0%	0
CCn1cc(CCCC(=O)NCc2cccnc2)c2ccccc21	i	4%	i	-1.7	2	1%	0%	4
CC(C)[C@H](Nc1nc(-c2ccccc2)nc2c1oc1ccccc12)C(=O)O	i	-26%	i	-2.2	9	1%	2%	48
CCCCc1cc(=O)oc2c(CN3CCCC3)c(O)c(Cl)cc12	i	-4%	-14%[57.5 µM]	-1.4	1	2%	-8%	19
O=S(=O)(c1ccc(Cl)cc1)n1c(Cc2ccccc2)nc2ccccc21	i	8%	-6%	-3.5	3	5%	1%	12
CCOc1ccc(OCC)c(NC(=O)CN(C)S(=O)(=O)c2cnc[nH]2)c1	i	-4%	i	-1.8	0	11%	-2%	4
CC1(C)CC2CC(C)(CN2C(=O)COC(=O)c2ccc(O)cc2O)C1 (centres undefined)	i	5%	-23%	-0.4	0	6%	-2%	2
Cc1ccccc1Cn1nc(C)c(NC(=O)C2c3ccccc3Oc3ccccc32)c1C	i	0%	-12%	-2.1	-2	0%	-2%	1
CN(Cc1cccc(Cl)c1Cl)C(=O)CCNC(=O)c1ccco1	i	-3%	i	1.3	-2	4%	-2%	10
CC(C)N1C(=O)N(c2ccccc2)C(C)(O)CC1(C)C (centres undefined)	i	-1%	i	-1.0	-7	-1%	1%	-10
CC(C)NC(=S)N/N=C/c1cccs1	i	-1%	i	-0.6	2	-1%	-1%	2
CC(C)NC(=O)C(=O)NCc1ccccn1	i	1%	i	0.9	2	-2%	1%	-3
c1ccc(OCc2nc(-c3ccncc3)no2)cc1	i	8%	i	0.1	-3	6%	2%	5
O=C(O)CCC(=O)NNC(=O)c1cccc(Cl)c1	i	14%	-17%	0.3	-11	15%	-1%	-12
CCCOc1ccc(F)cc1-c1cc(C(=O)Nc2ccccc2)[nH]n1	i	11%	-23%	-0.6	-18	6%	.	9
CN(C)/C=C1/Sc2ccccc2C1=O	i	3%	-7%[57.5 µM]	-3.3	-4	-2%	-1%	20
CC(C)Cc1nnc(NC(=O)CCC(=O)NC2CC2)s1	i	4%	i	0.1	0	-1%	1%	11
Cc1ccc2nc(N(CCCN(C)C)C(=O)c3ccc(S(=O)(=O)N4CCCCCC4)cc3)sc2c1	i	17%	i	0.6	-23	0%	2%	-24
SMILES	pAkt inh	EPAC2 ag	PTHR1 ag	CCT chaperon mod	D3 ag	EPAC2 antag	Mm-Cpn inhibitor	D3 antag
NS(=O)(=O)c1ccc(NC(=O)Cn2ncc3c2-c2ccccc2OC3)cc1	i	-1%	i	-1.5	0	5%	0%	-28
O=C(c1ccc(S(=O)(=O)NCc2ccco2)cc1)N1CCN(c2ccc(F)cc2)CC1	i	3%	-94%[inhibitor]	1.3	2	-26%	0%	-4
COc1ccc(CN2CCc3c([nH]c4ccccc34)C2)cc1Br	i	24%	-8%	0.0	-4	-8%	-1%	0
CCN1C[C@@H]2[C@@H]3C(=O)N(C)C(=O)[C@@H]3[C@](CC)(C(=O)OC)N2C1=NC	i	9%	i	-1.2	7	0%	-1%	28
Cc1ccc2oc(=O)c3cnn(CC(=O)NC4CCN(Cc5ccccc5)CC4)c3c2c1	i	-1%	i	-1.8	-12	21%	0%	-12
Cn1c(CSCc2ccc(F)cc2)nnc1SCC(=O)Nc1nccs1	i	9%	-33%[inhibitor][57.5 µM]	-0.3	27	-1%	1%	18
CCCN(C(=O)Cc1ccc(S(=O)(=O)N2CCOCC2)s1)c1c(N)n(Cc2ccccc2)c(=O)[nH]c1=O	i	1%	i	-1.1	0	6%	.	1
Cc1nc(N=Nc2ccc(O)cc2)n[nH]1	i	2%	i	0.9	-6	-4%	-3%	-14
CCOC(=O)C(C)n1cnc2c(nnn2-c2ccc(OC)cc2)c1=O (centres undefined)	.	3%	i	-7.4	-1	-3%	0%	17
CCn1c(=O)c(C(=O)Nc2cccnc2)c(O)c2ccccc21	i	?	-3%	-1.3	8	?	.	9
O=C(NC(CCl)c1ccccc1)c1ccc(Cl)cc1 (centres undefined)	i	-1%	i	-0.8	-1	-4%	1%	3
COc1ccc(CN2CCNC(=O)C2CC(=O)NCC(C)(C)N2CCOCC2)cc1C (centres undefined)	i	2%	-14%	-1.9	4	0%	-3%	26
O=C(Nc1ccc(C(=O)N2CCCC2)cc1)c1ccccc1	i	5%	-4%	0.1	12	9%	.	23
COCCN(CCOC)C(=O)C12CCC(C)(C(=O)C1)C2(C)C (centres undefined)	i	4%	i	1.1	2	1%	0%	-11

From PubChem

Some of the compounds tested; the hit share may differ from the screen's.
